Source: PubChem BioAssay
PLCb3 inh = PLC-beta3 (human) inhibition, primary screen. Q01970. Purified PLC-beta3, fluorogenic substrate, fluorescence. inhibition, % at 12.2 µM. 370,000 compounds, 0.18% hits. AID 720704; in the data active means inhibition above about 11%;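 further: 0% = median of compound wells on plate and 100% = full blocker control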
ASAP1 inh = inhibitors of human ASAP1 ArfGAP activity. ASAP1-stimulated ARF1 GTP hydrolysis, GDP FP detection. inhibition, % at 16.5 µM. 360,000 compounds, 0.19% hits. AID 624377; in the data active means inhibition above about 25%;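 further: 0% = vehicle with enzyme and substrate and 100% = no enzyme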
UHRF1 binding = blocks human UHRF1 binding to methylated DNA; inhibition, % at 4.4 µM; 370,000 compounds, 0.75% hits; UHRF1 binding to methylated oligo, TR-FRET; Q96T88; in the data active means inhibition above about 21%;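 further: UHRF1 SRA domain binding a hemimethylated CpG hairpin DNA probe; 0% = median of test compound wells and 100% = reference inhibitor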
Target sequence (Q96T88 whole entry, looked up, the tested form may be a part): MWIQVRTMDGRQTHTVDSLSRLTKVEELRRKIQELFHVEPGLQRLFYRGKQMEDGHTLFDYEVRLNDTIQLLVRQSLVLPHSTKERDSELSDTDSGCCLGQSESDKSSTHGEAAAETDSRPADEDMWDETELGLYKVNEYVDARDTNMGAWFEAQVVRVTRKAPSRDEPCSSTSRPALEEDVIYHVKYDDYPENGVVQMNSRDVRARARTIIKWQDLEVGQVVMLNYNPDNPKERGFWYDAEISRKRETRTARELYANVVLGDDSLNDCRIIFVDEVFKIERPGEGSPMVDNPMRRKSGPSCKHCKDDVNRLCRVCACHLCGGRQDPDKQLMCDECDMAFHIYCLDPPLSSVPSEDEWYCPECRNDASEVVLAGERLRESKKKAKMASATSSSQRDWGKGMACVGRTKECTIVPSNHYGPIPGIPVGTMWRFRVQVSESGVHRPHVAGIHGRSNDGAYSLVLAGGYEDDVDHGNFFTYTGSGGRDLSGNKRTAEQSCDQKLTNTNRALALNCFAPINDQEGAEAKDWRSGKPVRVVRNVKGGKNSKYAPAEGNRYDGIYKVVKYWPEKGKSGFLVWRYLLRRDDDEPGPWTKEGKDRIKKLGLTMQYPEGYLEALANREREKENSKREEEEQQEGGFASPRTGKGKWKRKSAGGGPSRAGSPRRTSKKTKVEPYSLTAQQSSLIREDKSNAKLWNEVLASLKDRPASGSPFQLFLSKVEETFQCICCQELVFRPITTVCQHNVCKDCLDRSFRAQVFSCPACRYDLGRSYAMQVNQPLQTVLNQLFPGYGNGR
Tn7 DDE FP = disrupts Tn7 cyclic peptide binding to fibrin D-Dimer-E complex; P02675; FP displacement of FITC-Tn7 peptide from fibrin DD(E); 0% = median of compound wells per plate; inhibition, % at 8.3 µM; 370,000 compounds, 0.13% hits; AID 720508;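 active means inhibition above the mean of compounds falling within the control limits plus 3 SD of them, cut at about 14% in these data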;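 further: 0% = plate median of compound wells and 100% = 10 µM Aha-Tn7 peptide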
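Assay system: human fibrin DD(E) protein / Input: 2 µM fibrin DD(E) / Benchmarks: high control of 10 µM Aha-Tn7 peptide / Measured by: fluorescence polarization of the labelled Tn7 tracer / Medium: Tris buffer with calcium and detergent, pH 7.8 / Timing: 10 min compound pre-incubation, 3 h probe incubation at room temperature / Repeats: one replicate per compound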
ARFGAP1 inhibitor = inhibitors of rat ARFGAP1 | Arfgap1-stimulated ARF1 GTP hydrolysis, GDP FP detection | inhibition, % at 16.5 µM | 360,000 compounds, 0.26% hits | AID 651572 | Q62848;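 active means inhibition above a per-plate limit, mean inhibition of low control wells plus 3 SD, cut at about 25% in these data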;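 further: 0% = DMSO wells with enzyme and 100% = wells lacking Arfgap1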
Target sequence (Q62848 1-136 limits assumed): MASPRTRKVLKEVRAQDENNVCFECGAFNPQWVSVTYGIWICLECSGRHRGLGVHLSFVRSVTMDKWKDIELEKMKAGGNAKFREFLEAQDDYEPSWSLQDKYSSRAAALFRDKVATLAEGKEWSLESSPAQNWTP
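System: truncated rat Arfgap1 GAP domain / Medium: HEPES-based buffer, pH 7.5 / Also added: N-terminally truncated human ARF1-GTP substrate / Incubation: enzyme reaction 120 min at 25 °C after 20 min preincubation / Measured by: FP of antibody-bound GDP Alexa 633 tracer, ex 620/em 688 nm / Replicates: singlicate, each compound tested once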
KLK7 zymogen act = proKLK7 (human) activation, primary screen. P49862. purified proKLK7, EDANS-DABCYL substrate fluorescence; 100% is mature enzyme control, 0% vehicle. activation, % at 7 µM. 370,000 compounds, 0.9% hits. AID 652039;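 active means activation above the mean of all tested compounds plus 3 SD, computed per campaign excluding outliers beyond control limits, cut at about 13% in these data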
ADAM17 inh = ADAM17 inhibition, QFRET primary screen; P78536; recombinant ADAM17, EDANS/DABCYL FRET peptide cleavage; inhibition, % at 6.95 µM; 370,000 compounds, 0.83% hits; AID 720648;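 active means inhibition above the mean of compounds lying between control limits plus 3 SD, set per campaign, cut at about 8.5% in these data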;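 further: 0% = DMSO-only wells as the low control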
MBD2 DNA inh = inhibitors of human MBD2 binding to methylated oligonucleotide; Q9UBB5; TR-FRET; inhibition, % at 4.4 µM; 370,000 compounds, 0.31% hits; AID 686964; in the data active means inhibition above about 13%
PLC-gamma1 inh = inhibitors of human phospholipase C gamma1; P19174; purified PLC-gamma1, fluorogenic substrate, fluorescence; inhibition, % at 12.2 µM; 370,000 compounds, 0.84% hits; AID 720700; in the data active means inhibition above about 9.5%
DDE Tn6 FP inh = disrupts Tn6 cyclic peptide binding to fibrin D-Dimer-E complex; 370,000 compounds, 0.21% hits; Fibrin DD(E) TRITC-Tn6 fluorescence polarization displacement; AID 720509; inhibition, % at 8.3 µM; P02675;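 active means inhibition above a per-campaign cutoff: mean of compounds within control limits plus 3 SD, cut at about 15% in these data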;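 further: 0% = median of all compound wells on the plate and 100% = blocking peptide control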
Numbers without * were called inactive; · = not tested or not shown. Rows are unselected; overall some 4.1% were active at least once.

SMILES | PLCb3 inh | ASAP1 inh | UHRF1 binding | Tn7 DDE FP | ARFGAP1 inhibitor | KLK7 zymogen act | ADAM17 inh | MBD2 DNA inh | PLC-gamma1 inh | DDE Tn6 FP inh
O=C1CCCC/C=C\C[C@H](CC(=O)N(CCO)Cc2ccccc2)C(=O)N[C@@H](Cc2ccccc2)CO1 | 0 | 4 | 13 | 1 | 6 | 0.6 | -2 | 0 | 2 | 6
CC[C@H](C)[C@H]1CNC(=S)N1CC1CCN(CCCCc2ccccc2)CC1 | -1 | 7 | 2 | -11 | 6 | 0.3 | -2 | 0 | 3 | -5
CN(CC(=O)Nc1ccccc1Cl)C(=O)CN1C(=O)NC(c2ccccc2)(c2ccccc2)C1=O | -10 | 3 | -2 | 8 | -2 | 0.3 | -3 | 1 | 6 | 7
COc1ccc(/C=C\C(=O)NCC(=O)N/N=C/c2ccc(O)cc2O)cc1 | -12 | 14 | -2 | -1 | 0 | -1.9 | -9 | -4 | -2 | -3
Cc1cc(S(=O)(=O)N2CCCOC2CNC(=O)C(=O)NCCCN2CCOCC2)ccc1F (stereo unspecified) | -6 | -17 | 0 | 1 | 2 | -0.4 | -1 | 1 | -1 | -1
Cc1ccccc1Cn1c(=O)[nH]c2ccccc21 | 2 | 1 | 0 | -2 | 4 | -0.6 | 5 | -1 | 3 | 3
Cc1cccn2c(=O)c(/C=C3\SC(=S)NC3=O)c(NCCCN3CCOCC3)nc12 | -326 | -12 | -17 | 2 | -15 | 2.4 | -160 | -19 | -226 | 10
CCOC(=O)c1cc(C)sc1NC(=O)CN1CCN(C(=O)C2CCCO2)CC1 (stereo unspecified) | -1 | 3 | 3 | 1 | -5 | 0.5 | 0 | -1 | 5 | -2
CC1CCC(NC(=O)C2c3ccccc3C(=O)N2Cc2ccc3c(c2)OCO3)CC1 (stereo unspecified) | -4 | 6 | -3 | 1 | 1 | 0.8 | -3 | -2 | 0 | 13
COc1ccc(S(=O)(=O)N(C)C[C@@H]2Oc3c(NS(C)(=O)=O)cccc3C(=O)N([C@@H](C)CO)C[C@H]2C)cc1 | 1 | 0 | 0 | -8 | 6 | -0.2 | -3 | -2 | 1 | -6
COc1cc(/C=C(\C#N)C(=O)N2CCOCC2)ccc1OCc1ccccc1 | 2 | 7 | 3 | 4 | 10 | -0.5 | -2 | 5 | 2 | -6
CCOc1cc(C2C(C(=O)c3ccc(C)cc3)=C(C(=O)OC)Nc3nnnn32)ccc1O (stereo unspecified) | -8 | -5 | 0 | 1 | 6 | -0.7 | 1 | -4 | -1 | 3
CC1(C)Cc2c(sc(NC(=O)c3ccc4ncsc4c3)c2C(N)=O)C(C)(C)N1 | -306 | 10 | -1 | -3 | 4 | 1.8 | -1 | 0 | -315 | 2
CCCN(C(=O)CSc1nc2cc(S(=O)(=O)N(CC)CC)ccc2o1)C1CCS(=O)(=O)C1 (stereo unspecified) | -5 | 7 | 4 | -4 | 14 | 0.2 | 6 | 6 | 5 | -9
CCCCCNCc1cccn1C | 0 | -18 | -1 | -1 | -5 | -0.2 | -2 | 3 | 0 | -2
COc1ccc(CC(=O)c2ccc(O)cc2O)cc1 | -13 | 8 | 0 | -5 | 9 | -1.9 | 1 | 2 | -11 | -1
COc1ccccc1C(=O)NC(CCSC)C(=O)NCc1ccncc1 (stereo unspecified) | -1 | 4 | -1 | 3 | -7 | 0.1 | -4 | 1 | -1 | -4
Cc1nc(NCCc2ccccc2F)c(C#N)c(C)c1[N+](=O)[O-] | -5 | 7 | 2 | 6 | 0 | -0.9 | -2 | -1 | -1 | 7
Cc1cc(C)n2nc(SC3CCCCN(C(=O)c4ccc(F)cc4)C3=O)nc2n1 (stereo unspecified) | -1 | 4 | -1 | 1 | 11 | -0.4 | 1 | -8 | 2 | -3
Cc1ccc(C(O)P(=O)(OC(C)C)c2ccc(N(C)C)cc2)cc1 (stereo unspecified) | -3 | 10 | 1 | -3 | 0 | 0.8 | -1 | -3 | 4 | -1
COc1cc(OC)cc(C(=O)Nc2ccc(S(=O)(=O)Nc3cnc4ccccc4n3)cc2)c1 | -44 | 1 | -1 | 1 | -8 | 0.5 | -21 | 0 | -37 | 2
CCC(C)NC(=O)Nc1ccccc1C (stereo unspecified) | 2 | -21 | -1 | -1 | 4 | -0.1 | -3 | -1 | 2 | 4
O=c1ccc2cc(S(=O)(=O)Nc3ccccc3F)ccc2o1 | -6 | 5 | 0 | -1 | 1 | -0.1 | 0 | 2 | -1 | 2
CCc1ccc(NC(=O)CCCOc2cc(=O)n(C)c3ccccc23)cc1 | -6 | 0 | 3 | 8 | 0 | -0.1 | -5 | 6 | 2 | -6
Cc1nc2ccc(Cl)cc2[nH]1 | -3 | -6 | -2 | 2 | -10 | 0.1 | -3 | 4 | -7 | 2
SMILES | PLCb3 inh | ASAP1 inh | UHRF1 binding | Tn7 DDE FP | ARFGAP1 inhibitor | KLK7 zymogen act | ADAM17 inh | MBD2 DNA inh | PLC-gamma1 inh | DDE Tn6 FP inh
Nc1ccccc1SC1CC(=O)N(Cc2ccccc2)C1=O (stereo unspecified) | 7 | -3 | 3 | -3 | -9 | 0.7 | 1 | 4 | 3 | -1
COc1cc(Cl)ccc1OCc1cc(C(=O)N2C[C@H]3CC[C@H]2C3)no1 | -9 | -14 | -3 | 8 | -3 | 0.5 | -3 | -2 | -1 | 8
O=C(NCCc1nccs1)C1CCC(=O)N(Cc2cccc(C(F)(F)F)c2)C1 (stereo unspecified) | 4 | 12 | 4 | -4 | -10 | -0.3 | 4 | 0 | 13* | 8
CN(C)S(=O)(=O)c1cccc(C(=O)N/N=C\c2ccnc3ccccc23)c1 | -1 | · | 0 | -3 | · | -0.3 | 0 | -9 | 1 | -3
COc1ccc(NC(=O)Nc2ccc3c(c2)CCC3)cc1 | -3 | -4 | -3 | -6 | 7 | -0.4 | 2 | 1 | -2 | 2
CC(=O)c1cccc(OCc2cc(C(=O)N3C[C@@H](C)O[C@@H](C)C3)no2)c1 | -2 | 5 | -2 | 3 | -10 | -0.2 | 3 | -4 | 0 | 20*
COC(=O)[C@@]12CCCCN1[C@H](c1ccc(-c3ccc(F)cc3)c(OC)c1)[C@@H]1C(=O)N(C)C(=O)[C@@H]12 | -7 | 5 | 2 | 1 | -5 | 0.1 | 8 | -3 | -2 | 0
CC(CCc1ccccc1)NC(=O)CN1CCN(c2ccc(O)cc2)CC1 (stereo unspecified) | 1 | 2 | 0 | -9 | -4 | -0.3 | 0 | 1 | -1 | 6
COc1cc(CN2CCN(Cc3cccc(OC)c3OC)CC2)cc(OC)c1 | -1 | 3 | 1 | 0 | 6 | 0.5 | 0 | -5 | 1 | 3
Cc1ccc(NC(=O)C2=CCN(S(=O)(=O)c3ccc(F)cc3)CC2)c(C)c1 | -3 | -10 | 1 | -11 | 4 | 0.2 | -1 | 3 | 3 | 2
Cc1ccc(C#CC[N+]2(C)CCCCC2)cc1 | -1 | -9 | 4 | 4 | 4 | -0.2 | 0 | 1 | 2 | 0
CC(=O)C1C(=O)c2c(cccc2[N+](=O)[O-])C1=Nc1ccccc1C (stereo unspecified) | -1 | -4 | 2 | 3 | 12 | 0.2 | -4 | 2 | -1 | 3
CC(=O)NC1CCCCN(C(C)C)C1=O (stereo unspecified) | 0 | · | -2 | -2 | · | -0.1 | -5 | 4 | -2 | 7
O=C(CSc1nnnn1C1CC1)N1CCN(c2ccc(O)cc2)CC1 | -13 | -4 | 3 | -5 | -3 | 0.4 | -4 | -3 | -2 | -2
O=C(Cn1cnc2ccccc21)Nc1ccc(SC(F)F)cc1 | 0 | 0 | -2 | -6 | 7 | 0.1 | 4 | 4 | 3 | 7
CCCOc1ccc(N2C(=O)CC(N3CCCC(C(=O)N4CCCC4)C3)C2=O)cc1 (stereo unspecified) | -3 | -2 | -1 | -2 | 6 | -0.3 | -4 | 0 | 2 | -2
O=C(Cn1nc(Cc2cccnc2)c2ccccc2c1=O)NCc1ccc2c(c1)OCO2 | 4 | 0 | 4 | 4 | 10 | 0.1 | 1 | -4 | 5 | 5
COc1ccccc1N1CCN(/N=C\c2ccc(C)o2)CC1 | 5 | 1 | 1 | -5 | 7 | 0.6 | 2 | -3 | 6 | 4
C=CCN1C(=O)[C@@H](CC(=O)NCc2ccc(C)o2)[C@]2(C(=O)OCC)CCCCC/C=C/12 | 0 | · | 14 | 3 | · | 0.3 | 2 | -5 | 0 | 0
NC(=S)NN=Cc1nccc2c(N)cccc12 | -7 | 11 | -8 | -8 | 0 | 0.0 | 0 | -12 | -6 | -3

Full records from above.
Nc1ccccc1SC1CC(=O)N(Cc2ccccc2)C1=O (stereo unspecified) reads PLCb3 inh: 7; ASAP1 inh: -3; UHRF1 binding: 3; Tn7 DDE FP: -3; ARFGAP1 inhibitor: -9; KLK7 zymogen act: 0.7; ADAM17 inh: 1; MBD2 DNA inh: 4; PLC-gamma1 inh: 3; DDE Tn6 FP inh: -1
Cc1ccc(C#CC[N+]2(C)CCCCC2)cc1 reads PLCb3 inh: -1; ASAP1 inh: -9; UHRF1 binding: 4; Tn7 DDE FP: 4; ARFGAP1 inhibitor: 4; KLK7 zymogen act: -0.2; ADAM17 inh: 0; MBD2 DNA inh: 1; PLC-gamma1 inh: 2; DDE Tn6 FP inh: 0

Among those listed so far, 2 have a furan ring, fused or not:
SMILES | PLCb3 inh | ASAP1 inh | UHRF1 binding | Tn7 DDE FP | ARFGAP1 inhibitor | KLK7 zymogen act | ADAM17 inh | MBD2 DNA inh | PLC-gamma1 inh | DDE Tn6 FP inh
COc1ccccc1N1CCN(/N=C\c2ccc(C)o2)CC1 | 5 | 1 | 1 | -5 | 7 | 0.6 | 2 | -3 | 6 | 4
C=CCN1C(=O)[C@@H](CC(=O)NCc2ccc(C)o2)[C@]2(C(=O)OCC)CCCCC/C=C/12 | 0 | · | 14 | 3 | · | 0.3 | 2 | -5 | 0 | 0
